# Bioassay records as filed in PubChem BioAssay.
# Hep lipid drop: modulators of hepatic lipid droplet formation; inhibition, % at 6.5 µM; 240,000 compounds, 0.4% hits; AML12 mouse hepatocytes, oleate lipid droplets, BODIPY imaging;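 active = lipid droplet intensity inhibited by at least 50%, with more than 500 cells counted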
#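 Technique: fluorescence imaging, 20x objective, two fields per well / Assay system: AML12 hepatocytes (mouse) / Measure: % inhibition of lipid droplet signal / Doses: 6.5 µM single-point dosing / Incubation: overnight exposure / Reagent: 100 µM oleic acid challenge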
# HEK293 NOD2/NF-kB: NOD2 signaling inhibitors, cell-based, luminescence, uHTS, HEK293 (AID 1566) | 290,000 compounds, 0.63% hits | inhibition, % at 4 µM; hits with a dose series show EC50 in µM | HEK293 NOD2/NF-kB luciferase reporter, luminescence; higher % means a stronger effect; also: many of its hits are not listed in these tables
# HIV fusion peptide: inhibitors of HIV fusion peptide binding, primary screen, biochemical, uHTS, fluorescence dequenching (AID 1986); cell-free peptide binding, fluorescence dequenching, 30 min; higher % means a stronger effect; inhibition, % at 20 µM, or IC50 in µM where a hit was titrated; 290,000 compounds, 0.3% hits; in the data active = inhibition mostly above about 52%, no sharp cut-off; inactive = mostly below about 76%; also: some results filed as inactive read as strong as hits
# Siah-1 displacement: blockers of Siah-1 interaction with plectin peptide – biochemical, fluorescence polarization, rhodamine-plectin, uHTS, primary screen (AID 1817); Siah-1 / rhodamine-plectin peptide fluorescence polarization; higher % means a stronger effect; displacement, % at 20 µM, or IC50 in µM where a hit was titrated; 290,000 compounds, 0.02% hits;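 active = displacement of at least 50% at 20 µM, with a fluorescence ratio check between 0.3 and a set limit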;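 also: plate controls were Siah plus tracer with DMSO for no effect and tracer alone without Siah for full effect; strong numbers were not always called active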
# NS5 inhibitors: flavivirus cap methylation enzyme inhibition – biochemical, confirmation dose response, primary screen (AID 588689). one-dose inhibition, % at 25 µM; IC50 in µM for titrated hits. 340,000 compounds, 0.3% hits. Dengue-2 NS5 methyltransferase capping enzyme assay, biochemical; higher % means a stronger effect; in the data active = a potency from the dose series
# XIAP antagonists: XIAP antagonists, biochemical, IAP family, fluorescence polarization (AID 1018); XIAP BIR domain, fluorescence polarization peptide displacement; higher % means a stronger effect; displacement, % at 20 µM, or IC50 in µM where a hit was titrated; 200,000 compounds, 0.007% hits; in the data active = displacement above about 50%; also: a part of the inactive calls stands beside numbers as strong as those of hits
# AID2073: disruptors of CaV2.2 binding to Mint1 – biochemical, HTRF (AID 2073) | HTRF protein-protein interaction, Mint1-CaV2.2; higher % means a stronger effect | inhibition, % at 20 µM; hits with a dose series show IC50 in µM | 290,000 compounds, 0.19% hits; in the data active = inhibition mostly above about 51%, no sharp cut-off; also: some results filed as inactive read as strong as hits
# LYP phosphatase: PTPN22 lymphoid phosphatase activity blockers – biochemical, fluorescence intensity, uHTS (AID 1779) | 290,000 compounds, 0.054% hits | inhibition, % at 11.5 µM, or IC50 in µM where a hit was titrated | recombinant LYP phosphatase, fluorescence intensity; higher % means a stronger effect;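 also: plate controls were vehicle with enzyme for no effect and no enzyme for full effect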
# Myeloid diff MLP: promotes myeloid progenitor differentiation | ER-HoxA9 myeloid progenitors, lysozyme-GFP differentiation, flow cytometry | calls only at 10 µM | 360,000 compounds, 1% hits;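 active = normalized GFP-positive differentiation at or above the plate's own cutoff, the solvent-only control mean plus 3 SD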;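 also: cells exposed to compound for four days before flow analysis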
# Hep lipid drop cells 6.5 µM: also measured in Hep lipid drop; calls as there; cell count; measured here: cell count, cytotoxicity flag;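 cells counted across two imaged fields per well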
# NS5 inhibitors pilot replicate: further read-out of NS5 inhibitors, marked with its call; inhibition, %; measured here: pilot screen replicate inhibition
# Myeloid diff MLP GFP+ MAC1+ %: also measured in Myeloid diff MLP; calls as there; GFP+ MAC1+ double positive, %; measured here: differentiation confirmed by MAC1 staining
# Starred values were filed as active, the others as inactive; i = inactive; nt = no result given. Rule as the data show it, unless noted: active = inhibition above about 50%; inactive = the rest. This is a subset (hit frequency here may not be typical).
SMILES,Hep lipid drop,Hep lipid drop cells 6.5 µM,HEK293 NOD2/NF-kB,HIV fusion peptide,Siah-1 displacement,NS5 inhibitors,XIAP antagonists,AID2073,LYP phosphatase,Myeloid diff MLP,Myeloid diff MLP GFP+ MAC1+ %,others
CCCN1CCN(C(=O)CCc2nnc3ccc(N4CCN(c5cccc(OC)c5)CC4)nn23)CC1,-5,776,21%,-1.8%,0%,-7%,nt,-1%,-8%,i,4.2,
O=C(Nc1ccccc1F)C1C2C=CC3(O2)C1C(=O)N(c1cccnc1)C3C(=O)NC1CCCCC1 (configuration not stated),nt,nt,1%,0.1%,-4%,1%,-1.3%,-5%,-6%,i,0.6,
O=C1NC(=Nc2ccccc2Cl)S/C1=C\c1cccc([N+](=O)[O-])c1,nt,nt,-2%,76%,13%,19%,nt,50%,2%,i,0.3,NS5 inhibitors pilot replicate=1.8
O=C(NCc1ccncc1)C1COc2ccccc2O1 (configuration not stated),nt,nt,16%,1.1%,4%,-2%,-3.0%,5%,-9%,i,0.6,
COC(=O)[C@H](c1ccccc1Cl)N1CCc2sccc2C1,-14,804,0%,0.5%,-1%,-18%,nt,2%,-5%,i,2.5,
COc1cccc(CNc2ccc3[nH]c(=O)[nH]c3c2)c1OCc1ccc(F)cc1,nt,nt,26%,0.7%,3%,6%,nt,-39%,-7%,i,0.4,
CCn1c(-c2ccccc2)c(C(=O)CCl)c2ccccc21,-15,638,11%,1.6%,17%,-28%,-2.6%,-3%,-1%,i,0.0,
Cn1c(=O)oc2cc(C(=O)c3ccccc3)ccc21,-22,645,10%,2.3%,19%,nt,-3.2%,6%,0%,i,0.4,
COc1cccc(/C=C/C(=O)OCC(=O)Nc2cc(C(F)(F)F)ccc2Cl)c1,-30,704,3%,-0.2%,-2%,-6%,-5.3%,10%,-8%,i,0.3,
CCNC(=O)COc1ccc(/C=N/NC(=O)c2cccnc2)cc1OC,0,606,-4%,0.9%,4%,-6%,-3.2%,19%,8%,i,0.9,
Cc1ccc2[nH]c(=O)c(-c3noc(CC(C)C)n3)cc2c1,-3,710,14%,-0.9%,-3%,-7%,nt,7%,0%,i,0.3,
O=C(Nc1ccc2c(c1)OCCO2)c1cccs1,-1,694,-101%,-0.8%,6%,2%,-10%,4%,-6%,i,0.5,
CCN(CCO)c1cc(Cl)nc(SC)n1,nt,nt,30%,-0.4%,-1%,5%,-0.8%,8%,-8%,i,2.9,
O=C(O)CCC(=O)Nc1ccc(N2CCOCC2)cc1,nt,nt,3%,0.3%,4%,6%,-15%,-6%,-5%,i,0.7,
CCN(CC)S(=O)(=O)c1ccc(NC(=O)COC(=O)c2c[nH]c(=O)[nH]c2=O)cc1,14,600,12%,0.8%,4%,-6%,nt,-3%,-1%,i,0.9,
NS(=O)(=O)c1cccc(NC(=O)COC(=O)Cc2ccc(S(=O)(=O)N3CCCCC3)s2)c1,-3,657,11%,9.0%,9%,-10%,-1.6%,48%,4%,i,0.3,
Fc1ccccc1NC(=S)NCCc1cccc(Cl)c1,-21,598,-30%,-1.4%,2%,-9%,nt,6%,-3%,i,3.4,
CCN(CC)CCCC(C)NC(=O)c1c(NC(=O)c2ccccc2)sc2c1CCCC2 (configuration not stated),-7,840,40%,1.2%,11%,3%,nt,-5%,-2%,i,1.2,
CCC(CC)C(=O)NCCc1cc2ccc(C)c(C)c2[nH]c1=O,-8,647,9%,1.0%,3%,nt,0.1%,4%,0%,nt,nt,
CCCn1c(SCC(=O)Nc2nnc(C(C)C)s2)nc2c1c(=O)n(C)c(=O)n2C,nt,nt,25%,0.6%,0%,-3%,0.5%,-2%,-5%,i,1.5,
COC(=O)/C=C/c1ccc(OC(=O)OC)c(OC(=O)OC)c1,-4,436,20%,4.2%,15%,0%,nt,-9%,10%,i,1.0,
Cc1cc(N2CCN(C)CC2)nc2ccc(NC(=S)NCc3cccs3)cc12,-8,691,4%,-2.7%,-13%,-14%,-3.7%,-9%,-2%,i,0.5,
COC(=O)c1[nH]c2ccc(F)cc2c1NS(=O)(=O)c1ccc(OC)cc1,-15,769,11%,0.1%,1%,2%,-4.2%,7%,-3%,nt,nt,
O=C(NNc1ncc(C(F)(F)F)cc1Cl)c1ccc(Cl)c(Cl)c1,11,726,8%,-0.7%,1%,-5%,nt,-17%,-4%,i,0.6,
NC1=NC[C@H](Cc2ccc(O)cc2)N1CCCCC1CCCCC1,45,727,13%,-1.1%,4%,1%,nt,13%,-14%,i,1.7,
CCOC(=O)c1c(-c2ccc(C)o2)csc1NC(=S)NC(=O)N(C)C,nt,nt,-14%,-0.5%,5%,-2%,-2.9%,-21%,-5%,i,0.6,
COC(=O)c1ccccc1NC(=O)c1cccc(NC(=O)c2ccc(Br)o2)c1C,62*,729*,20%,-2.7%,-3%,-8%,1.5%,-2%,3%,i,0.7,
COc1ccc(C2=C(C)CC(C)(C)NC2=O)cc1OC,nt,nt,15%,-1.5%,6%,3%,-7.4%,0%,-6%,i,1.4,
CCN(CC)Cc1c(C(=O)N/N=C/c2ccc(C)o2)nnn1-c1nonc1N,-15,850,16%,-1.3%,7%,-5%,nt,2%,-4%,i,0.2,
C=CCc1c(N(CC)CC)nc(C)[nH]c1=O,12,721,-18%,-0.8%,-3%,-16%,nt,5%,-7%,i,0.4,
O=C(O)C1Cc2ccccc2CN1C(=O)c1ccccc1 (configuration not stated),-3,629,10%,-1.2%,2%,-6%,-2.5%,-3%,-4%,i,9.9,
Cc1cccc2c(C(=O)n3cccn3)cc(-c3ccccc3Cl)nc12,3,726,11%,3.6%,-6%,-1%,-0.5%,9%,-2%,i,0.6,
NC(=O)CC12CC3CC(C1)CC(CC(N)=O)(C3)C2,-1,747,13%,0.7%,2%,-2%,-8.3%,3%,-8%,i,1.3,
Cc1cc(C)cc(N=c2c([N+](=O)[O-])nn(-c3ccc(Cl)cc3)n2O)c1,50,735,0%,-1.9%,5%,-15%,-3.3%,9%,5%,i,0.0,
Cn1nccc1C(=O)Nc1cccc(S(=O)(=O)N2CCOCC2)c1,24,651,1%,0.8%,0%,-10%,nt,2%,-11%,i,0.5,
COCCN(CC(=O)NCC1CCCO1)C(=O)CCC(=O)Nc1cc(C)on1 (configuration not stated),nt,nt,11%,1.6%,-2%,1%,-2.2%,3%,-2%,i,2.4,
CCOC(=O)CCCNC(=O)CCNC(=O)c1ccc(OCCC(C)C)cc1,15,737,17%,0.8%,15%,nt,nt,-7%,-7%,i,0.8,
CCOc1ccc(N2CSC(=S)N(c3ccc(OCC)cc3)C2)cc1,-29,651,9%,-1.9%,11%,0%,nt,-29%,-6%,i,0.0,
Cc1cc(-c2ccccc2)nc(=O)[nH]1,nt,nt,17%,1.0%,2%,-6%,1.1%,-3%,-4%,i,1.0,
Cc1ccccc1C1CCCN(Cc2nc(CC3CC3)no2)C1 (configuration not stated),-1,713,-8%,-0.6%,1%,-11%,-2.5%,1%,6%,i,0.3,

# Three compounds already listed, sorted by formula weight, high to low.
SMILES,Hep lipid drop,Hep lipid drop cells 6.5 µM,HEK293 NOD2/NF-kB,HIV fusion peptide,Siah-1 displacement,NS5 inhibitors,XIAP antagonists,AID2073,LYP phosphatase,Myeloid diff MLP,Myeloid diff MLP GFP+ MAC1+ %,others
COC(=O)c1[nH]c2ccc(F)cc2c1NS(=O)(=O)c1ccc(OC)cc1,-15,769,11%,0.1%,1%,2%,-4.2%,7%,-3%,nt,nt,
Cc1cccc2c(C(=O)n3cccn3)cc(-c3ccccc3Cl)nc12,3,726,11%,3.6%,-6%,-1%,-0.5%,9%,-2%,i,0.6,
COC(=O)/C=C/c1ccc(OC(=O)OC)c(OC(=O)OC)c1,-4,436,20%,4.2%,15%,0%,nt,-9%,10%,i,1.0,

# Continued:
SMILES,Hep lipid drop,Hep lipid drop cells 6.5 µM,HEK293 NOD2/NF-kB,HIV fusion peptide,Siah-1 displacement,NS5 inhibitors,XIAP antagonists,AID2073,LYP phosphatase,Myeloid diff MLP,Myeloid diff MLP GFP+ MAC1+ %,others
Cc1ccccc1S(=O)(=O)c1c(C)cc(C)n(CC(C)C)c1=O,-7,750,7%,0.1%,-5%,-2%,-7.1%,-4%,-10%,i,0.5,
Cc1cc(C)c2cc(C(=O)N3CCN(c4ncccc4C(F)(F)F)CC3)[nH]c2c1,-9,788,14%,2.9%,4%,-7%,nt,4%,4%,i,0.6,
O=C1OC(c2ccccc2)=C/C1=C\N1CCOCC1,nt,nt,-47%,15%,0%,2%,1.7%,-5%,4%,i,1.0,
COc1cccc(CC(=O)Nc2nc(-c3cccnc3)cs2)c1,-7,615,2%,11%,7%,5%,-17%,1%,-6%,i,0.0,
COc1ccccc1-n1nc(C)cc1N,-8,695,6%,3.6%,3%,1%,-4.2%,16%,-10%,i,0.9,
COc1cc(/C(C)=N/NC(=O)CN2CCN(S(=O)(=O)c3ccc(C)cc3)CC2)ccc1O,2,731,18%,-2.6%,10%,-5%,nt,9%,-3%,i,0.4,
Cc1cc(C)n(C(=O)CSc2nc3ccccc3o2)n1,nt,nt,-13%,-1.5%,-2%,-3%,-9.5%,0%,-13%,i,10,
Cc1cc(NS(=O)(=O)c2ccc(NC(=S)NC(=O)c3cccc(S(=O)(=O)N(C)C)c3)cc2)no1,25,714,6%,4.0%,-3%,-4%,-5.1%,21%,1%,i,0.5,
CC(=O)OCC1(C)CN(c2ccccc2)N(C(C)=O)C1=O (configuration not stated),7,732,-18%,-2.1%,26%,nt,-5.8%,-18%,-8%,i,0.2,
O=C(CSc1nnc(-c2cccnc2)o1)N1CCCCC1,1,749,6%,-1.8%,11%,0%,nt,-3%,-8%,i,0.3,
Cc1sc2nc(CSCC(=O)Nc3ccc(OC(F)F)cc3)[nH]c(=O)c2c1C,-6,631,13%,1.2%,-4%,0%,4.6%,1%,-4%,i,0.3,
COc1ccc(-c2nc(CNS(=O)(=O)c3cc(OC)ccc3OC)cs2)cc1,-4,679,4%,-3.7%,6%,-3%,-2.4%,-2%,-1%,i,3.7,
CNC(=S)N/N=C/c1cn(CCOc2ccccc2OC)c2ccccc12,-1,665,-1%,-3.6%,-5%,-8%,-0.9%,-9%,8%,i,0.1,
C=CCNC(=S)N/N=C/c1cn(-c2ccccc2)nc1-c1ccc(OC)cc1,9,686,31%,-2.4%,1%,-12%,-7.9%,-3%,0%,i,0.2,
O=C(NCc1ccccc1Cl)C1CCCN1S(=O)(=O)c1ccc(F)cc1 (configuration not stated),-13,808,2%,2.9%,5%,4%,nt,0%,-9%,i,0.6,
CCOc1ccccc1NC(=O)C1CCCN(S(C)(=O)=O)C1 (configuration not stated),2,803,10%,0.6%,2%,nt,nt,4%,-6%,i,0.5,
N#CCC(=O)N/N=C/c1cn(Cc2ccc(Cl)c(Cl)c2)c2ccccc12,-3,706,24%,-3.5%,-1%,3%,nt,nt,-4%,i,0.5,
COc1ccc(/C=N/NC(=S)Nc2cc(C(F)(F)F)ccc2Cl)cc1,-48,689,7%,0.0%,3%,nt,nt,-7%,-1%,i,0.6,
